Compound activity from PubChem.
EphA4 KYL inhibition: EphA4 ligand-binding antagonists – biochemical, colorimetric, mouse EphA4, primary screen (AID 689); EphA4-AP binding to KYL peptide, pNPP A405; higher % means a stronger effect; inhibition, % at 10 µM, or IC50 in µM where a hit was titrated; 62,000 tested, 0.1% active; in the data active means a potency from the dose series; inactive means the rest, 99 in 100 with inhibition below about 22%
Active calls of the source: *; & = joins results of further samples. Not all compounds are listed, so the mix of outcomes need not match the whole.

SMILES | EphA4 KYL inhibition
Cc1ccc(-n2c(=O)c3cc4c(=O)n(-c5ccc(C)c(C)c5)c(=O)c4c(C(=O)c4ccccc4)c3c2=O)cc1C | 23%
Cc1c(N=Cc2nc3ccccc3n2C)c(=O)n(-c2ccccc2)n1C | -7%
COc1cccc(-c2csc(NC(=O)C3CC3)n2)c1 | -2%
CN(Cc1ccco1)C(=O)C1CCC(=O)N1Cc1ccc(F)cc1 (centres undefined) | -7%
CCC(=O)Nc1ccc(NC(=S)NC(=O)c2ccco2)cc1 | 16%
COc1ccc(OC)c(S(=O)(=O)N2C(C)CCCC2C)c1 (centres undefined) | -10%
Cc1cc(C)n(CCOc2ccc(Cl)cc2Cl)n1 | -14%
COC(=O)c1ccccc1NC(=O)CN1CCC(n2nnc3cc(C)ccc32)CC1 | 2%
Cc1ccc(S(=O)(=O)C(C#N)c2nc3ccccc3nc2N2CC(C)OC(C)C2)cc1C (centres undefined) | 5%
CN1CCN(c2nc3nonc3nc2N2CCN(C)CC2)CC1 | -9%
COc1cc(C2=NOC(C(=O)N3CCN(c4ccc(F)cc4)CC3)C2)cc(OC)c1OC (centres undefined) | 16%
Cc1c(C(c2cc3c(cc2Br)OCO3)c2c(C)n(C)n(-c3ccccc3)c2=O)c(=O)n(-c2ccccc2)n1C | -2%

Three entries from above, arranged by formula weight, low to high.
SMILES | EphA4 KYL inhibition
COc1ccc(OC)c(S(=O)(=O)N2C(C)CCCC2C)c1 (centres undefined) | -10%
CN(Cc1ccco1)C(=O)C1CCC(=O)N1Cc1ccc(F)cc1 (centres undefined) | -7%
COc1cc(C2=NOC(C(=O)N3CCN(c4ccc(F)cc4)CC3)C2)cc(OC)c1OC (centres undefined) | 16%

Following part.
SMILES | EphA4 KYL inhibition
CN1CCN(CCCNC(=O)c2cc3c(=O)n(C)c4ccccc4c3s2)CC1 | -6%
CC(=O)Nc1ccccc1C(=O)N1CCc2ccccc21 | 4%
CCOC(=O)c1ccccc1NC(=O)CN(c1ccc(C)cc1)S(=O)(=O)c1ccc(F)cc1 | 3%
CCOC(=O)c1sc(N(C)C(C)=O)nc1C | -17%
COc1ccc(C2(C(=O)NCCCN3CCOCC3)CCOCC2)cc1 | -7%
CC1CSc2nnc(CCc3ccccc3)n21 (centres undefined) | -9%
COc1ccccc1N1CCN(C(=O)CSc2nc3ccccc3c(=O)n2CC2CCCO2)CC1 (centres undefined) | -4%
CCCS(=O)(=O)N1CCN(Cc2ccccc2C(F)(F)F)CC1 | -12%
CCOC(=O)N1CCN(S(=O)(=O)Cc2ccccc2)CC1 | -8%
O=C(NC1(C(F)(F)F)NC(=O)N(Cc2ccccc2)C1=O)c1cccnc1 (centres undefined) | -11%
COc1cc([N+](=O)[O-])ccc1N1C(=O)C2C3C=CC(C4CC34)C2C1=O (centres undefined) | -2%
COC(=O)c1sccc1-n1cccc1C(=O)C(=O)N1CCCC1 | 0%
O=C(/C=C/Nc1cccc(F)c1)c1ccco1 | -8%
CC1CCc2c(sc(NC(=O)CSc3ncnc4c3cnn4-c3ccccc3Cl)c2C#N)C1 (centres undefined) | -4%
Cc1cc2c(cc1C)CSC(c1ccccc1OC(=O)C(C)C)SC2 | 6%
CS(=O)(=O)N1CCN(Cc2cccc3ccccc23)CC1 | -9%
COC(=O)c1[nH]c2ccc(Cl)cc2c1NC(=O)CN1CCC(C(N)=O)CC1 | -6%
Clc1ccc(CSc2nnc([C@@H]3CCCN3)o2)cc1Cl | -4%
Cc1nnc2n(c1=O)C(CS(=O)(=O)c1ccccc1)CS2 (centres undefined) | 0%
O=C(NC(=S)Nc1ccc(Cl)cc1Cl)c1ccco1 | -9%
Cc1nc(=O)c(-c2ccccc2)c(C)n1-c1cccc(C(=O)O)c1 | 2%
CCC(CC)c1nnc(NC(=O)c2ccc3ccccc3n2)s1 | -2%
COc1ccc(-n2c(=O)cc(N3CCOCC3)[nH]c2=O)cc1 | -14%
Cc1ccc2nc(CCc3nc4ccc(C)cc4o3)oc2c1 | 4%
CCCc1nn2c(=O)c(C(c3cccc(Cl)c3)c3c(O)nc4sc(CCC)nn4c3=O)c(O)nc2s1 | 0%
COc1cccc(-n2nnnc2SCC(=O)NCc2ccc3c(c2)OCO3)c1 | -4%
COc1ccc(OC)c(-n2c(SCC(C)=O)nnc2-c2cccc(S(=O)(=O)N(C)C)c2)c1 | -8%
N#Cc1c(C(F)(F)F)cc(-c2ccccc2)[nH]c1=O | -33%
COc1cccc(-c2nc(-c3ccc(NC(=O)c4cccnc4)cc3)no2)c1 | -7%
Cc1ccc(Oc2ncc(-c3ccc(Cl)cc3)cn2)cc1 | 2%
COC(=O)c1cc(-c2ccccc2)sc1NC(=O)CN1C(=O)c2ccccc2C1=O | -10%
O=C(CCCn1c(=S)[nH]c2cc3c(cc2c1=O)OCO3)N1CCN(c2ccc(Cl)cc2)CC1 | -9%
COCCNC(=O)C1CC(c2cccc([N+](=O)[O-])c2)=NO1 (centres undefined) | -3%
O=C(/C=C\NCC(=O)c1ccccc1)c1ccc(F)cc1 | -11%
Cc1c(C)c2ccc(Oc3ccc([N+](=O)[O-])cc3C(F)(F)F)c(C)c2oc1=O | -10%
Cc1cc(C(=O)CSc2nnc(-c3ccc(F)cc3)o2)c(C)n1CC1COc2ccccc2O1 (centres undefined) | -21%
CCOc1ccc2nc(NC3=NCCC(=O)N3)nc(C)c2c1 | 5%
Cc1cccc(S(=O)(=O)c2c(N)n(Cc3ccco3)c3nc4ccccc4nc23)c1 | 22%
Cc1cc(OCCN2CCOCC2)nc2ccccc12 | -2%
COc1cc(-c2nc3oc4ccccc4c(=O)c3c(=O)n2Cc2ccco2)cc(OC)c1OC | -12%
O=C(Nc1ccc(N2C(=O)c3ccccc3C2=O)cc1Cl)c1ccc(Cl)cc1Cl | -6%
CCOCCCn1cnc2c(c1=O)c1nc3ccccc3nc1n2-c1ccc(C)cc1 | -8%
Cc1cc(C)c(C#N)c(SCC(=O)N(C)C2CCCCC2)n1 | -9%
O=C1CC(N2CCN(S(=O)(=O)c3cccc(C(F)(F)F)c3)CC2)C(=O)N1Cc1ccccc1 (centres undefined) | -9%
O=C(NC1CC1)c1cc(-c2ccccn2)nc2ccccc12 | -10%
CCOC(=O)CN1c2ccccc2NC(=O)CC1C (centres undefined) | -2%
N#CC(c1ccc(Cl)cc1)c1ccc2c(C(F)(F)F)cc(C(F)(F)F)nc2n1 (centres undefined) | -14%
COc1c(Cl)cc(C(=O)Nc2ccccc2C(=O)O)cc1Cl | -9%
CCOC(=O)Nc1c(C(=O)OC)[nH]c2cc(OC)ccc12 | 2%
O=C(Nc1nc(-c2ccccc2)cs1)c1cccc(S(=O)(=O)N2CCN(Cc3ccccc3)CC2)c1 | 0%
NS(=O)(=O)c1ccc(NCc2ccccc2OCc2ccc(F)cc2)cc1 | -4%
CCCCc1cc(=O)oc2cc(C)cc(OCc3nn[nH]n3)c12 | 26%
Cc1ccccc1NC(=O)CN(C)S(=O)(=O)c1cccc2cccnc12 | -6%
O=C(Cn1cncn1)NCc1ccccc1Br | -8%
Cc1cccc(OCCn2cc(C=C3C(=O)NC(=S)NC3=O)c3ccccc32)c1 | 12%
COC(=O)C(NS(=O)(=O)c1ccc(NC(C)=O)cc1)C(C)C (centres undefined) | -5%
S=C(Nc1ccc(Cl)cc1)N1CCN(C2CCCCC2)CC1 | 1%
Cc1ccc(C(=O)/C=C/c2c[nH]c3ccccc23)cc1 | -4%&2%
O=C(COc1ccc(Cl)cc1Cl)Nc1ccc(NC(=O)COc2ccc(Cl)cc2Cl)cc1 | -4%
CC1(C)Cc2c(sc3c2C(=O)N(c2ccccc2)C2=NCCCN23)CO1 | -5%
(listing goes on)
SMILES | EphA4 KYL inhibition
CCSc1nnc(NC(=O)c2ccc(Br)o2)s1 | 4%
O=C(CN(c1ccccc1)S(=O)(=O)c1ccccc1)NCCSc1nc2ccccc2s1 | 1%
COc1cc(NC(=O)CSc2nnc(-c3ccncc3)n2C2CCCCC2)ccc1NC(=O)c1ccco1 | -24%
CCOc1ccc(C(=O)Nc2ccc(Cl)cn2)cc1[N+](=O)[O-] | -1%
COc1ccc(C(=O)/C=C/c2ccc(OC)c(COc3ccc(F)cc3)c2)cc1 | 5%
O=C(CC1S/C(=N\N=C\c2ccco2)NC1=O)Nc1cccc(Cl)c1Cl (centres undefined) | 5%
Cc1ccccc1OCC(=O)Nc1ccc(I)cc1Cl | 7%
COc1ccc(C)cc1NC(=O)CN1CCN(S(=O)(=O)c2ccc(Br)cc2)CC1 | -3%
Cc1ccc(P(=O)(OCCN2CCOCC2)C(C)(C)C)o1 (centres undefined) | -3%
CC(=O)Nc1nonc1NC(=O)c1ccc(C(C)(C)C)cc1 | -8%
COc1ccc(OCCNC(=O)c2ccc(C)cc2)cc1 | -2%
O=C(c1ccc2snnc2c1)N1CCN(c2ccccn2)CC1 | -2%
CC(=O)c1ccc(NC(=O)c2ccc(-c3ccc(Br)cc3)o2)cc1 | -2%
Cc1ccc(-c2nc(CS(=O)CC(=O)N3CCN(c4ncccn4)CC3)c(C)o2)cc1 (centres undefined) | -6%
Cc1nc(N2CCCCC2)c2ccsc2n1 | -5%
COc1cccc(N2C(=O)CSC2=S)c1 | 0%
CCN(C(=O)Cn1c(=O)oc2ccccc21)c1cccc(C(F)(F)F)c1 | -12%
Nc1nc(Nc2ccccc2)nc2ccccc12 | -10%
C(=N\c1nccs1)/Nc1nccs1 | -3%
Nn1c(SCC(=O)NC(=O)NC2CCCC2)nnc1-c1ccccc1F | -16%
CCc1nccn1C(=O)c1cnn2c(C(F)F)cc(-c3ccccc3)nc12 | -6%
CC(C)(c1ccccc1)c1ccc(OCc2ccc(C(=O)O)o2)cc1 | -3%
Nc1c(-c2ccc(F)cc2)cnc2ncnn12 | -3%
CCN(CC)C(=O)CN1C(=O)C2CC=C(Cl)CC2C1=O (centres undefined) | 0%

16 structures from above, ordered by heavy-atom count, largest number first:
SMILES | EphA4 KYL inhibition
COc1cc(NC(=O)CSc2nnc(-c3ccncc3)n2C2CCCCC2)ccc1NC(=O)c1ccco1 | -24%
Cc1ccc(-c2nc(CS(=O)CC(=O)N3CCN(c4ncccn4)CC3)c(C)o2)cc1 (centres undefined) | -6%
COc1ccc(C)cc1NC(=O)CN1CCN(S(=O)(=O)c2ccc(Br)cc2)CC1 | -3%
CCc1nccn1C(=O)c1cnn2c(C(F)F)cc(-c3ccccc3)nc12 | -6%
O=C(CC1S/C(=N\N=C\c2ccco2)NC1=O)Nc1cccc(Cl)c1Cl (centres undefined) | 5%
CC(C)(c1ccccc1)c1ccc(OCc2ccc(C(=O)O)o2)cc1 | -3%
CC(=O)c1ccc(NC(=O)c2ccc(-c3ccc(Br)cc3)o2)cc1 | -2%
O=C(c1ccc2snnc2c1)N1CCN(c2ccccn2)CC1 | -2%
CC(=O)Nc1nonc1NC(=O)c1ccc(C(C)(C)C)cc1 | -8%
Cc1ccc(P(=O)(OCCN2CCOCC2)C(C)(C)C)o1 (centres undefined) | -3%
Cc1ccccc1OCC(=O)Nc1ccc(I)cc1Cl | 7%
Nc1nc(Nc2ccccc2)nc2ccccc12 | -10%
Nc1c(-c2ccc(F)cc2)cnc2ncnn12 | -3%
Cc1nc(N2CCCCC2)c2ccsc2n1 | -5%
COc1cccc(N2C(=O)CSC2=S)c1 | 0%
C(=N\c1nccs1)/Nc1nccs1 | -3%

Additional results follow.
SMILES | EphA4 KYL inhibition
C=CCn1c(SCC(=O)c2ccc(Cl)s2)nc2ccccc2c1=O | -4%
Cc1ccc(C2NC(=O)c3c(sc4c3CCN(C)C4)N2)s1 (centres undefined) | 3%
N#Cc1c(N)nc(SCC(=O)NCCc2ccccc2)c(C#N)c1-c1cccs1 | -2%
C[n+]1cn(CC(O)COCc2ccccc2)c2ccccc21 (centres undefined) | -8%
CCCCn1c(SCC(=O)Nc2cc(C)on2)nc2c1c(=O)n(C)c(=O)n2C | -6%
CC1=CC(C)(C)N(C(=O)CSc2nnc(N)s2)c2c(C)cc(C)cc21 | -14%
Cc1cccc(Nc2nc(N3CCCC3)nc(N3CCCC3)n2)c1 | -5%
COc1ccc(/C(=N\O)c2ncc(C(F)(F)F)cc2Cl)cc1 | -3%
COC(=O)C1=C(C)N=c2s/c(=C/c3cccnc3)c(=O)n2C1c1ccc(C(C)C)cc1 (centres undefined) | -7%
CC(=O)NCCC(=O)Nc1ccc(F)cc1C | -12%
Cc1ccc(CNC(=O)c2nnn(-c3cccc(C)c3)c2N)cc1 | 12%
O=C(CSCc1ccccc1Cl)NN1C(=O)c2ccccc2C1=O | 0%
CCOC(=O)c1ccc(NC(=O)CC2SC(=O)NC2=O)cc1 (centres undefined) | -5%
COc1ccc(OC)c(NC(=O)c2cc(S(=O)(=O)NCc3ccco3)ccc2F)c1 | 7%
COCCNC(=O)CN(c1ccc(OC)c(OC)c1)S(=O)(=O)c1ccc(C)cc1 | -14%
Cn1c(=O)[nH]c(=O)c2c1nc(SCC(O)CO)n2Cc1ccccc1Cl (centres undefined) | -35%
C=CCOc1ccc(CNn2nnnc2N)cc1 | -15%
FC(F)(F)c1nc(N2CCCC2)ncc1-c1nnnn1-c1ccccc1 | -8%
CCOc1ccc(C(=O)Nc2cccc(-c3nc4cc(C)ccc4o3)c2C)cc1 | -3%
O=C(CN1CCN(S(=O)(=O)c2ccc(Cl)cc2)CC1)Nc1ccc(F)cc1F | -8%
COCc1[nH]nc2c1C(c1ccnc3ccccc13)C(C#N)=C(N)O2 (centres undefined) | 5%
Cn1c(SCc2ccccc2F)nc2cccnc21 | -8%
CCOC(=O)c1c(NC(=O)c2ccccc2F)sc(C(=O)Nc2cc(C(F)(F)F)ccc2Cl)c1C | -1%
Cc1onc(-c2ccccc2Cl)c1C(=O)NCCn1ccc2ccccc21 | -8%
O=C(COc1ccccc1Cl)Nc1cc(C(F)(F)F)ccc1Cl | 12%
CCS(=O)(=O)Nc1ccc(-c2nnc(SCC(=O)OC)o2)cc1 | -2%
Nc1cc(OC(=O)c2ccco2)nn1S(=O)(=O)c1ccc(F)cc1 | -2%
COc1cccc(C2CC(=O)NC3=C2C(=O)CCC3)c1 (centres undefined) | 4%
CCCCNC(=O)OCC(CC)NC(=O)OCC(C)C (centres undefined) | -7%
CCn1nc(C(=O)OCC(=O)N2c3ccccc3CC2C)c2ccccc2c1=O (centres undefined) | 2%
COC(=O)c1ccc(NC(=O)CS(=O)(=O)Cc2ccccc2)cc1 | 11%
Oc1c(C(c2ccccn2)N2CCOCC2)ccc2cccnc12 (centres undefined) | 14%
